Screening results deposited in PubChem BioAssay by several laboratories.
Smad3 FoxH1 inh: Smad3/FoxH1 peptide binding inhibitors, primary screen, biochemical, TR-FRET | Mothers against decapentaplegic homolog 3 (Homo sapiens), P84022 | TR-FRET Smad3/Dy647-FoxH1 peptide binding, europium anti-His | AID 630, 2007 | inhibition, % at 25 µM | 0.29% of 88,000 active;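 active = compounds that reduce the energy-transfer binding signal between the protein and its labelled peptide by more than half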;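 also: 0% = Smad3 plus labelled peptide maximal FRET and 100% = peptide-only background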
Target sequence (P84022 whole entry, looked up): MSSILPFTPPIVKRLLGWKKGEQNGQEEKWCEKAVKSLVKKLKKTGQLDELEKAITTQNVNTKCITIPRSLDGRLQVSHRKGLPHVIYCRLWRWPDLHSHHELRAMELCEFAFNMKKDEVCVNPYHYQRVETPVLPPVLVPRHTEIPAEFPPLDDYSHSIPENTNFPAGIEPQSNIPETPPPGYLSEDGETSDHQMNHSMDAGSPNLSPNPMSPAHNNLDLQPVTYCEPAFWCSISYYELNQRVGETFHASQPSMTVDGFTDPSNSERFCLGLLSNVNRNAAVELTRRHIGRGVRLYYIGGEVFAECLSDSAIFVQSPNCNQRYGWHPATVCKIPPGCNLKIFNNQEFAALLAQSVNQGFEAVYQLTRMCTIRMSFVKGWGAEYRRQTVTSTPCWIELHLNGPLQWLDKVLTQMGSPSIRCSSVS
ERa SRC1 pot: enhancers of ERα–SRC-1 coactivator binding, primary screen, biochemical, TR-FRET, ERα LBD, low estradiol. coactivator binding (% of control), % at 25.6 µM. TR-FRET ERalpha-LBD/SRC-Cy5 coactivator binding, 2 h; 100 = basal binding, no effect. 1.3% of 86,000 active; in the data active = activity above about 200%;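 also: binding measured in presence of low estradiol as agonist stimulus; 0% = peptide alone without receptor and 100% = receptor with peptide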
Target sequence (P03372 whole entry, looked up, the tested form may be a part): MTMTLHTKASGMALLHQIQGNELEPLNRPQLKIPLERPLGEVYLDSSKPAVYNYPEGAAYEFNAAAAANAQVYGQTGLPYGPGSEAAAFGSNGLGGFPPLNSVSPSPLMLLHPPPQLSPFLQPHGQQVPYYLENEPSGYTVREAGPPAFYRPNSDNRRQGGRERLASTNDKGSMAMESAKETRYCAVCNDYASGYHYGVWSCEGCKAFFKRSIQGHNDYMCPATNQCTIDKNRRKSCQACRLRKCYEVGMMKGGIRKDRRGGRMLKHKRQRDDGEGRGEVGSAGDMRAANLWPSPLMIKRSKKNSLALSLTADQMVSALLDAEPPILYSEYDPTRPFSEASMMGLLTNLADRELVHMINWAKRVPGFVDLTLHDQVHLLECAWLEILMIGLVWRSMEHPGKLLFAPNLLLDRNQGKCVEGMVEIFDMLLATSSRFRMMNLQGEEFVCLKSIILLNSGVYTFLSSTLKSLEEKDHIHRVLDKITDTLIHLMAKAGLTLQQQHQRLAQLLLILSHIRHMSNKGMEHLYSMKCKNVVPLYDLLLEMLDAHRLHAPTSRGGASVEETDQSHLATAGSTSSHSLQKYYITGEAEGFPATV
sEH activator: soluble epoxide hydrolase activators, primary screen, biochemical, human sEH; 0.04% of 91,000 active; AID 717, 2007; activation, % at 2 µM; purified human sEH enzymatic activity, activator screen; in the data active = activation above about 37%; also: values of inactives mirror those of a sister screen read the other way
HUVEC inhibit: inhibitors of HUVEC proliferation, primary screen, cell-based, 384-well; 1.1% of 86,000 active; viability, % at 10 µM (by protocol); CellTiter-Glo luminescence, 72 h; active compounds read low;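 active = viability at or below 30%; inactive = viability above 30%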;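 also: 100% = median luminescence of DMSO-only cell control wells on each plate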
H69AR growth 86K: proliferation blockers of H69AR lung cancer cells, primary screen, cell-based, human, 86K library; 6% of 85,000 active; viability, % at 10 µM; H69AR lung tumor viability, ATP luminescence, 72 h; active compounds read low; AID 598, 2007;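 active = viability at or below 40%; inactive = viability above 40%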;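 also: multidrug resistant small cell line overexpressing MRP-1 efflux transporter; 100% = mean luminescence of untreated control wells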
Lung fibro prol: antiproliferative effect on LL 47 fibroblasts – human, LL 47 cells, CellTiter-Glo luminescence, primary screen. AID 719, 2007. 1.1% of 85,000 active. LL 47 human lung fibroblast viability, ATP luminescence; active compounds read low. viability, % at 10 µM;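 active = viability at or below 50% in the single dose screen; inactive = viability above 50%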;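 also: compound exposure lasted 72 h before the ATP readout; 100% = median luminescence of untreated cell-only wells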
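Benchmarks: Cell-only wells, no compound | Test system: LL 47 human lung fibroblasts, passage 12 or lower | Input: 1,150 cells/well | Measured by: CellTiter-Glo luminescence measuring cellular ATP | Medium: IMEM, 15% FBS supplement | Schedule: Overnight attachment after seeding, then 72 h compound exposure at 37 °C | Doses: Compound addition at 0.1% DMSO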
Candida biofilm: clotrimazole potentiators killing Candida biofilms, primary screen, with clotrimazole, Alamar Blue. 0.14% of 85,000 active. C. albicans biofilm + clotrimazole. AID 834, 2007. inhibition, % at 6 µM;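 active = inhibition above 20%; inactive = inhibition below 20%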;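 also: preformed 24 hr biofilms exposed to compound for 48 hr; 0% = biofilm without compound and 100% = blank killed by clotrimazole plus chlorhexidine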
ERa coact inh: ERα–SRC-1 coactivator interaction inhibitors, primary screen, biochemical, TR-FRET, ERα LBD, estradiol-bound; Estrogen receptor (Homo sapiens), P03372; TR-FRET ER-alpha LBD / SRC-1 peptide; inhibition, % at 25.6 µM; 1.7% of 86,000 active; AID 629, 2007; in the data active = inhibition above about 50%;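 also: 0% = receptor plus peptide control and 100% = peptide only without receptor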
ERb coact inh: inhibitors of ERβ-SRC1 coactivator interaction, primary screen, biochemical, TR-FRET, ERβ LBD, SRC-1 peptide. AID 633, 2007. TR-FRET ER-beta LBD / SRC1-Cy5 peptide binding; receptor agonist-loaded with 1 µM estradiol. inhibition, % at 25.6 µM. 1.3% of 86,000 active. Estrogen receptor beta (Homo sapiens), Q92731;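 active = compounds whose percent inhibition of the receptor-coactivator binding signal exceeds about 50% in the single-dose screen, limit read from the data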;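 also: 0% = receptor plus peptide wells without compound and 100% = peptide-only wells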
* hit, by the source's call; · = not tested or not shown; [ ] = remark or other dose. This is a subset, so the mix of outcomes need not match the whole.

SMILES	Smad3 FoxH1 inh	ERa SRC1 pot	sEH activator	HUVEC inhibit	H69AR growth 86K	Lung fibro prol	Candida biofilm	ERa coact inh	ERb coact inh
Cn1c(NC(=O)c2ccccc2F)cc(=O)n(C)c1=O	-10	108[fluorescence artefact?]	4	99	94	98	1	0	-9[fluorescence artefact?]
CNC(=O)C1CC(=O)N(c2ccc(F)c(Cl)c2)C1 (stereo not drawn)	-3	116	-5	99	95	95	7	0	0
COC(=O)C1=C(C)N(C(C)C)C(=O)C1(NC(=O)C1CCCCC1)C(F)(F)F (stereo not drawn)	-2	114	-2	107	94	109	3	-5	-4
O=C(Nn1cc(C(=O)N2CCN(c3ccccc3F)CC2)c2ccccc2c1=O)c1cnccn1	-4	100	-1	66	35*	89	7	14[fluorescence artefact?]	3[fluorescence artefact?]
NC(=O)CSc1nc(-c2ccccc2)c(-c2ccccc2)o1	-2	86	-2	87	87	88	8	-3	-4
Cc1ccc(NC(=O)c2ccc(-c3nn(C)c(=O)c4ccccc34)cc2)c(C)c1	16[fluorescence artefact?]	108	2	100	77	97	4	14	-5
CC(=O)Cc1nsc(NC(=O)c2cc(-c3cccc(C(F)(F)F)c3)oc2C)n1	8	178	-13	83	75	91	8	49[fluorescence artefact?]	39[fluorescence artefact?]
CC(C)(C)OC(=O)NCC12C=CC(O1)C1C(=O)N(Cc3ccccc3)C(=O)C12 (stereo not drawn)	13	100	19	86	98	96	6	-19	-23
COCCNS(=O)(=O)c1cc(-c2nn(C)c(=O)c3ccccc23)ccc1C	3	98	6	96	83	97	4	2	16
COc1cc(OC)cc(C(=O)NCCNC(=O)c2ccccc2)c1	-2	107	0	92	87	108	3	5	-4
C=CCc1ccccc1OCC(O)CN(CC)CC (stereo not drawn)	3	100	3	88	92	102	5	17	-24
CCNC(=O)C1CCCN1S(=O)(=O)c1ccc(OC)cc1 (stereo not drawn)	0	108	4	107	93	111	3	-4	-9
c1ccc(-c2ccc3c(c2)c2c4n3CCN=C4CCC2)cc1	1	52[fluorescence artefact?]	0	28*	24*	75	3	2[fluorescence artefact?]	-19
CC(NS(=O)(=O)c1ccc(F)cc1)C(c1cccs1)N1CCN(C)CC1 (stereo not drawn)	6	108	-4	97	97	101	6	-5	-9
Cc1cccc(C(=O)N2CCN(c3ccccn3)CC2)c1	-5	113	3	106	100	115	5	-23	-19[fluorescence artefact?]
COc1ccccc1Cn1c(=S)[nH]c2cc(C(=O)NCCN3CCOCC3)ccc2c1=O	0	113	-36	82	53	86	6	-1[fluorescence artefact?]	-1[fluorescence artefact?]
O=C(CSc1ccc2nnc(-c3ccc(F)cc3)n2n1)NCc1ccco1	16	67	11	92	82	93	6	-14	-14
O=C(Cn1ccc2ccccc2c1=O)NCCC(=O)Nc1cccnc1	-9	98[fluorescence artefact?]	·	103	95	106	-1	-3	11
CCN1C(=Nc2ccc(Cl)cc2)SC/C1=C\C(=O)OC	5	99	4	96	81	108	-2	-8	-3
CC1CCCN(c2ccc(C(=O)NCC3CCCO3)cn2)C1 (stereo not drawn)	-4	104	-1	96	95	107	8	-28	5
CC(C)(C)CC(=O)N1CCC(c2nc3c(nnn3Cc3c(F)cccc3Cl)c(=O)[nH]2)CC1	-2	114	-3	94	66	91	2	-1	0[fluorescence artefact?]
Cn1c(=O)c2c(nc(OC/C=C/c3ccccc3)n2C)n(C)c1=O	-2	111	·	95	89	103	-7	-9	-5[fluorescence artefact?]
O=S1(=O)NC2CCCCCN2c2ccc(F)cc21 (stereo not drawn)	-5	118	27	105	88	102	-3	-1	12[fluorescence artefact?]
COc1ccc(C2OC(=O)CC2C(=O)N2CCN(c3cc(Cl)ccc3C)CC2)cc1OC (stereo not drawn)	3	115	·	82	67	96	10	5	-18
Cc1ccc2cc3c(NC(=O)C(C)C)nn(C)c3nc2c1	11	120[fluorescence artefact?]	6	95	87	113	-2	18	12[fluorescence artefact?]
The list goes on.
SMILES	Smad3 FoxH1 inh	ERa SRC1 pot	sEH activator	HUVEC inhibit	H69AR growth 86K	Lung fibro prol	Candida biofilm	ERa coact inh	ERb coact inh
c1ccc(C2NCCn3cccc32)cc1 (stereo not drawn)	-6	142	19	93	99	104	-1	8	-10[fluorescence artefact?]
C[N+](C)(C)C/C=C1/COCO1	-1	132	-12	96	90	90	6	-5	9
CCCc1nnc(NC(=O)c2ccncc2)s1	-2	100	1	91	95	102	8	-5	4
CCc1c(C)sc(NC(=O)c2cc(C)no2)c1C#N	-3	100	-2	94	68	99	12	-3	-4
COc1ccc(Cc2ccc(OC)c(N)c2)cc1N	8[fluorescence artefact?]	108	10	82	29*	95	-1	-6	-4
O=C(c1ccc(Cn2c(=O)[nH]c3ccccc3c2=O)cc1)N1CCN(c2ccccc2)CC1	-7	89	12	92	88	99	5	12[fluorescence artefact?]	12[fluorescence artefact?]
COc1ccccc1NC(=O)NC(N)=O	-13	103	8	93	84	94	6	6	74*
CN(C1CCCCC1)S(=O)(=O)c1ccc2c(c1)c(=O)c(C(=O)N1CCc3ccccc3C1)cn2C	11[fluorescence artefact?]	114	18	93	5.9*	91	4	17[fluorescence artefact?]	17
CC(C)(C)NC(=O)Cn1c(SCC(=O)Nc2nccs2)nc2ccccc21	4	92	-22	89	92	94	-3	29	-5[fluorescence artefact?]
N#Cc1c(N)oc(-c2ccc3c(c2)OCO3)c1-c1ccc2c(c1)OCO2	6	30[fluorescence artefact?]	0	96	22*	99	6	73*	73*
Cn1c(SCc2ccccc2)nnc1-c1cnccn1	4	102	7	96	95	93	8	-8	-15[fluorescence artefact?]
CSc1nc2cc(F)c(F)cc2n1C	11	113	-2	101	94	104	9	-3	-6
CCOC(=O)c1oc2nc(C(C)C)c3c(c2c1N)CC(C)(C)OC3	5	194	·	109	92	105	-2	-2	-4
COCCNC(=O)CN1CCN(Cc2cccc(Cl)c2)C1=O	-4	104	-10	98	96	97	1	0	-6
CCc1ccc(OCC(=O)NCc2ccco2)c(Br)c1	-2	106	-14	58	87	90	4	11	8
COc1ccc(C(=O)Nc2ccccc2C(=O)NCCCn2ccnc2)cc1	4	123	-12	95	77	98	1	7[fluorescence artefact?]	-2[fluorescence artefact?]
COc1ccc(NC(=O)c2ccc(Cl)c(S(=O)(=O)N3CCc4ccccc4C3)c2)cn1	4	125	·	100	51	95	-3	-5	-1
Cc1cc(NC(=O)CSc2nnc3c(C)cc4c(C)ccc(C)c4n23)no1	-6	106	0	51	26*	71	-1	1	7
COC(=O)Cc1cc(=O)[nH]c(Nc2nc3ccccc3o2)n1	0	101	18	100	79	103	4	0	-2
COc1ccccc1NC(=O)c1c(C)oc2c1CCCC2	1	89	1	89	67	88	4	0	-7

Three of the compounds above, with two lines to a compound.
Value order – Smad3 FoxH1 inh, ERa SRC1 pot, sEH activator, HUVEC inhibit, H69AR growth 86K, Lung fibro prol, Candida biofilm, ERa coact inh, ERb coact inh
> CN(C1CCCCC1)S(=O)(=O)c1ccc2c(c1)c(=O)c(C(=O)N1CCc3ccccc3C1)cn2C
 : 11[fluorescence artefact?], 114, 18, 93, 5.9*, 91, 4, 17[fluorescence artefact?], 17
> CC(C)(C)NC(=O)Cn1c(SCC(=O)Nc2nccs2)nc2ccccc21
 : 4, 92, -22, 89, 92, 94, -3, 29, -5[fluorescence artefact?]
> N#Cc1c(N)oc(-c2ccc3c(c2)OCO3)c1-c1ccc2c(c1)OCO2
 : 6, 30[fluorescence artefact?], 0, 96, 22*, 99, 6, 73*, 73*

Taken from the entries so far, 17 compounds:
SMILES	Smad3 FoxH1 inh	ERa SRC1 pot	sEH activator	HUVEC inhibit	H69AR growth 86K	Lung fibro prol	Candida biofilm	ERa coact inh	ERb coact inh
CCc1c(C)sc(NC(=O)c2cc(C)no2)c1C#N	-3	100	-2	94	68	99	12	-3	-4
COc1ccc(Cc2ccc(OC)c(N)c2)cc1N	8[fluorescence artefact?]	108	10	82	29*	95	-1	-6	-4
O=C(c1ccc(Cn2c(=O)[nH]c3ccccc3c2=O)cc1)N1CCN(c2ccccc2)CC1	-7	89	12	92	88	99	5	12[fluorescence artefact?]	12[fluorescence artefact?]
COc1ccccc1NC(=O)NC(N)=O	-13	103	8	93	84	94	6	6	74*
CN(C1CCCCC1)S(=O)(=O)c1ccc2c(c1)c(=O)c(C(=O)N1CCc3ccccc3C1)cn2C	11[fluorescence artefact?]	114	18	93	5.9*	91	4	17[fluorescence artefact?]	17
CC(C)(C)NC(=O)Cn1c(SCC(=O)Nc2nccs2)nc2ccccc21	4	92	-22	89	92	94	-3	29	-5[fluorescence artefact?]
N#Cc1c(N)oc(-c2ccc3c(c2)OCO3)c1-c1ccc2c(c1)OCO2	6	30[fluorescence artefact?]	0	96	22*	99	6	73*	73*
Cn1c(SCc2ccccc2)nnc1-c1cnccn1	4	102	7	96	95	93	8	-8	-15[fluorescence artefact?]
CSc1nc2cc(F)c(F)cc2n1C	11	113	-2	101	94	104	9	-3	-6
CCOC(=O)c1oc2nc(C(C)C)c3c(c2c1N)CC(C)(C)OC3	5	194	·	109	92	105	-2	-2	-4
COCCNC(=O)CN1CCN(Cc2cccc(Cl)c2)C1=O	-4	104	-10	98	96	97	1	0	-6
CCc1ccc(OCC(=O)NCc2ccco2)c(Br)c1	-2	106	-14	58	87	90	4	11	8
COc1ccc(C(=O)Nc2ccccc2C(=O)NCCCn2ccnc2)cc1	4	123	-12	95	77	98	1	7[fluorescence artefact?]	-2[fluorescence artefact?]
COc1ccc(NC(=O)c2ccc(Cl)c(S(=O)(=O)N3CCc4ccccc4C3)c2)cn1	4	125	·	100	51	95	-3	-5	-1
Cc1cc(NC(=O)CSc2nnc3c(C)cc4c(C)ccc(C)c4n23)no1	-6	106	0	51	26*	71	-1	1	7
COC(=O)Cc1cc(=O)[nH]c(Nc2nc3ccccc3o2)n1	0	101	18	100	79	103	4	0	-2
COc1ccccc1NC(=O)c1c(C)oc2c1CCCC2	1	89	1	89	67	88	4	0	-7
